# HP1b binding inh: HTS for Inhibitors of HP1-beta Chromodomain Interactions with Methylated Histone Tails | Chromobox protein homolog 1 (Homo sapiens), P83916 | AlphaScreen HP1-beta / biotin-H3K9me3 peptide binding | Potency, µM (highest dose often 114 µM), inactives show at the top dose activity change, negative = inhibition, actives largely listed as inhibitors | 0.56% of 390,000 active; note: nearly all actives have a fitted effect of over 70% in size; inactives centre near 23
#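 HP1-beta protein (50 nM final) preincubated 30 min at room temperature with biotinylated H3(1-18)K9me3 peptide (50 nM) in PBS pH 7.4, 0.01% Tween-20, then compound added for 30 min. AlphaScreen streptavidin donor/nickel chelate acceptor beads (10 ug/mL final), 30 min dark, luminescence read.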
# G9a inh: qHTS Assay for Inhibitors of Histone Lysine Methyltransferase G9a; Histone-lysine N-methyltransferase EHMT2 (Homo sapiens), Q96KQ7; G9a H3K9 monomethylation, AlphaScreen, 2 h; Potency, µM (highest dose often 102 µM), for the others: at the highest dose activity, negative = inhibition, actives largely listed as inhibitors; 8.8% of 350,000 active; AID 504332, 2011; note: % is set by controls: 0 for no effect and ±100 for the full control effect; nearly all actives have a fitted effect of over 75% in size
#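 Quantitative HTS format: methyltransferase activity on a biotin-tagged H3K9 peptide is measured by AlphaScreen, using a rabbit anti-monomethyl-H3K9 antibody with streptavidin donor and anti-IgG acceptor beads. Final levels are 20 nM enzyme, 500 nM peptide, 20 uM SAM; 2 h RT.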
# GLS inh: qHTS for Inhibitors of Glutaminase (GLS). Potency, µM (highest dose often 45.5 µM), inactives show top-dose activity change, negative = inhibition, actives largely listed as inhibitors. Glutaminase kidney isoform, mitochondrial (Homo sapiens), O94925. GLS enzymatic activity, qHTS titration. 0.21% of 410,000 active; note: % is set by controls: 0 for no effect and ±100 for the full control effect
#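 Glutamate formation by hKGA was monitored fluorometrically using coupled glutamate oxidase, HRP and Amplex Red. Substrate was added as 1 mM L-glutamine solution; incubation was 30 min at RT after an initial read.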
# BLM helicase inh: qHTS Assay for Inhibitors of Bloom's syndrome helicase (BLM). 0.2% of 350,000 active. Potency, µM (top dose mostly 56.1 µM), for the others: at the highest dose activity change, negative = inhibition, actives largely listed as inhibitors. recombinant BLM DNA unwinding, fluorescence dequenching. RecQ-like DNA helicase BLM (Homo sapiens), P54132. AID 2528, 2010;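 note: plate controls were vehicle for no effect and no enzyme for full effect; nearly all actives have a fitted effect of over 35% in size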
# Pin1 inh: qHTS Assay to Find Inhibitors of Pin1. Peptidyl-prolyl cis-trans isomerase NIMA-interacting 1 (Homo sapiens), Q13526. Pin1 FP peptide displacement, HiFluor488, 10 min. Potency, µM (top dose mostly 115 µM), inactives show at the highest dose activity, negative = inhibition, usual class: inhibitors. 0.009% of 390,000 active. AID 504891, 2011; active = well fitted inhibition curve with a large enough effect in the polarisation, with a control signal flat, not every such curve was filed as active; inconclusive = small, poorly fitted or top-dose-only effect, or effect the other way, or a change in a side signal; inactive = no such curve, though single readings can be large or run the other way; the % refers to the polarisation; note: % is set by controls: 0 for no effect and ±100 for the full control effect
# Pol iota inh: qHTS for Inhibitors of Polymerase Iota; DNA polymerase iota (Homo sapiens), Q9UNA4; Pol iota fluorescent replication assay, 10 min; Potency, µM (titrated, usually from 115 µM), inactives show at the top dose activity, negative = inhibition, usual class: inhibitors; 1% of 390,000 active
#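 Fluorescent replication assay read twice, at 0 min and 10 min after adding 50 nM (final) substrate. Enzyme (10 nM) and compounds were first incubated 15 min at room temperature; enzyme-free buffer wells were negative controls.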
# JMJD2A Tudor inh: qHTS Assay for Inhibitors of JMJD2A-Tudor Domain. 4.4% of 390,000 active. AlphaScreen JMJD2A-Tudor / H3K4me3 peptide binding. Lysine-specific demethylase 4A (Homo sapiens), O75164. Potency, µM (doses to about 114 µM), for the others: top-dose activity change, negative = inhibition, actives largely listed as inhibitors; note: % is set by controls: 0 for no effect and ±100 for the full control effect; nearly all actives have a fitted effect of over 50% in size
# Target sequence (O75164 whole entry, looked up, the tested form may be a part): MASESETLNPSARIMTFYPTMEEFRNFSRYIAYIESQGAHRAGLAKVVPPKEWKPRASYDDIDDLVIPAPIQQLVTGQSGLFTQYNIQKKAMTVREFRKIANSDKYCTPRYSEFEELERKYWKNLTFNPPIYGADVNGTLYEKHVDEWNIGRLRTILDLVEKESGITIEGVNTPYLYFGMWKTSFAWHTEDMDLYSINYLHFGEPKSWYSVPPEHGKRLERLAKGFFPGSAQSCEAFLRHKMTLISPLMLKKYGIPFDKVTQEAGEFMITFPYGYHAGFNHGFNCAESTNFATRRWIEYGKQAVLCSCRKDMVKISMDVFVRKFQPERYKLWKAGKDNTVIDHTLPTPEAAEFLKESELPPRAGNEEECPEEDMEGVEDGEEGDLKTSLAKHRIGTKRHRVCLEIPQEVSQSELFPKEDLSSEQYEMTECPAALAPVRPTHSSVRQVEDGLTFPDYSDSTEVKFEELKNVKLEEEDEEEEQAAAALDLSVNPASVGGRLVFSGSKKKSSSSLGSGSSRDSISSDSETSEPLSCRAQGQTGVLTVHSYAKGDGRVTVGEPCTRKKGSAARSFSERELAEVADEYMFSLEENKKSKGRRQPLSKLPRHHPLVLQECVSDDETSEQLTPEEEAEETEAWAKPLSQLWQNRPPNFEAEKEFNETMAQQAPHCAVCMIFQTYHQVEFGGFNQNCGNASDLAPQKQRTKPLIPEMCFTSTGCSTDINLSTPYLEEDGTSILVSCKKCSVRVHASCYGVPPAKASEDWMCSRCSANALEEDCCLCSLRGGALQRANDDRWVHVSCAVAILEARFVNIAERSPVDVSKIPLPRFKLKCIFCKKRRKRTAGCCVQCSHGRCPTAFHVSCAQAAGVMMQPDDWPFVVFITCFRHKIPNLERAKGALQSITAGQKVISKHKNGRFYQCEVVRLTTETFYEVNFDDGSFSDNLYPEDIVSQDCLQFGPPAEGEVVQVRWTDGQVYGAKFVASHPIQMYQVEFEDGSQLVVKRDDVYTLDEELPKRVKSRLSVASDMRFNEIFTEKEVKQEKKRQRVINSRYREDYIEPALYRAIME
# BAZ2B inh: qHTS Assay for Inhibitors of BAZ2B; Bromodomain adjacent to zinc finger domain protein 2B (Homo sapiens), Q9UIF8; AlphaScreen BAZ2B-H3K14Ac peptide displacement; Potency, µM (top dose mostly 114 µM), inactives show at the highest dose activity change, negative = inhibition, most hits filed as inhibitors; 4.4% of 360,000 active; AID 504333, 2011; note: % is set by controls: 0 for no effect and ±100 for the full control effect; nearly all actives have a fitted effect of over 60% in size
#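 Protein-peptide AlphaScreen: BAZ2B 50 nM, b-H3K14Ac 50 nM, 1x PBS pH 7.4 + 0.01% Tween-20. Preincubation 30 min RT; cpd 30 min RT (top 110 uM); beads 20 min RT, light-protected.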
# PGK inhibitor: qHTS Assay to Find Inhibitors of Phosphoglycerate Kinase; 0.043% of 380,000 active; Potency, µM (titrated, usually from 57.5 µM), for the others: at the top dose activity change, negative = inhibition, usual class: inhibitors; PGK/GAPDH coupled, Kinase-Glo luminescence, 60 min; Phosphoglycerate kinase, glycosomal (Trypanosoma brucei brucei), P07378; AID 602233, 2012; note: % is set by controls: 0 for no effect and ±100 for the full control effect; nearly all actives have a fitted effect of over 60% in size
#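 Luminescent ATP detection (Kinase-Glo Plus) follows a 60-minute room-temperature incubation, with wells lacking PGK as controls. Buffer: 100 mM TEA (pH 7.6), 5 mM MgCl2, 0.01% Tween-20. Coupling enzyme GAPDH (100 nM final) supplies unstable 1,3-BPG in-well.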
# * marks the source's active call; other numbers are inactive results; i = inactive; u = inconclusive; x = not tested or not shown; [ ] = remark or other dose. Unless noted, calls come from the whole dose curve; as a rule, active = well fitted curve in the direction sought with a large enough effect; inconclusive = small, poorly fitted or top-dose-only effect, or another doubt; inactive = no such curve, though single readings can be large; an effect the other way counts as inactive or inconclusive. Potency is the fitted concentration of half-maximal effect.
BLM helicase inh,JMJD2A Tudor inh,Pol iota inh,G9a inh,PGK inhibitor,GLS inh,Pin1 inh,BAZ2B inh,HP1b binding inh,Structure
2%,-24%,48%[activator],45µM*,-10%,-8%,13%,-37%,-25%,COc1cc(/C=C2/SC(=S)N(CC(=O)O)C2=O)ccc1OC(=O)c1ccco1
-1%,-31%,u,3%,8%,-2%,u,3%,6%,Cc1ccc(C)c2sc(NC(=O)C3CC3)nc12
-1%,-17%,18%,-5%,-6%,4%,4%,-17%,11%,CCn1c(=O)c2cc(C(=O)N(C)c3ccccc3F)sc2c2ccccc21
-3%,-24%,8%,20%[59 µM],0%,33%[activator],1%,-29%,4%,CC(=O)NC(Cc1c[nH]c2ccccc12)C(=O)Nc1ccc2c(c1)OCO2 (stereo unspecified)
-1%,u,-1%,u,0%,9%,-12%,-3%,u,O=S(=O)(/N=S1/CC=CCN1S(=O)(=O)c1ccccc1)c1ccccc1 (stereo unspecified)
-9%,-22%,113%[activator],9%,7%,2%,2%,-4%,11%,O=c1[nH]c(C2CCN(S(=O)(=O)/C=C/c3ccccc3)CC2)nc2c1nnn2Cc1ccccc1
-3%,17%,11%,67%[activator],-4%,-3%,-1%,31%,74%[activator],c1ccc2c(c1)nc(N1CCOCC1)c1ccccc12
-1%,3%,92%[activator],13%,-1%,1%,-2%,-2%,34%,COC(=O)c1cnn(-c2ccccc2)c1-n1cccc1C=O
-10%,-24%,u,-5%[59 µM],i,-6%,u,-12%,-2%,Cc1ccc(NC2(c3nnnn3-c3c(C)cccc3C)CCCCC2)cc1
-8%,-2%,27%,-24%[59 µM],1%,2%,11%,-5%,33%,CCOC(=O)c1cccc(NC(=O)c2cc3c(Cl)nc4ccc(C)cc4c3s2)c1
-3%,-12%,21%,-3%,-7%,2%,0%,4%,42%[activator],CCOc1ccc(C(C)=O)cc1CSc1nnc(-c2ccncc2)n1CCOC
1%,-16%,21%,-6%[59 µM],-7%,-12%,3%,-3%,50%[activator],CCc1ccccc1NC(=O)c1ccc2c(c1)nnn2C1CCCC1
x,-24%,34%[activator],23%[2.33 µM],i,2%,10%,-5%,37%,CCOC(=O)[C@H]1[C@H]2COc3ccc(C)cc3[C@@H]2N2C(=O)c3cc(Cl)ccc3NC(=O)[C@@]12C
0%,0%,48%[activator],5%,0%,10%,-5%,31%,11%,COC(=O)CSc1ccnc2cc(Cl)ccc12
3%,-2%,21%,-18%,-3%,11%,-6%,u,42%[activator],Fc1ccc(C2N(c3ccccc3)C(=S)N3CCCN23)cc1 (stereo unspecified)
-2%,-14%,116%[activator],u,-1%,3%,-4%,-4%,7%,CCCCN(CCCC)CC(O)COc1ccccc1C(=O)Nc1ccccc1 (stereo unspecified)
1%,3.2µM*,u,16µM*,u,34%[activator],u,50µM*,50µM*,CC(CNc1ccccc1O)C(=O)O (stereo unspecified)
-12%,-21%,177%[activator],-3%,2%,0%,-3%,u,-5%,CCOc1cc(NC(=S)Nc2ccc(Cl)cc2)c(OCC)cc1NC(C)=O
-3%,-32%,26%,-48%[59 µM],-7%,0%,-1%,-34%,-2%,CC(Sc1nnc(CNc2cccc3ccccc23)n1-c1ccccc1)C(=O)N/N=C/c1ccco1 (stereo unspecified)
0%,-6%,-10%,11%,-1%,13%,-4%,-1%,31%,Cc1noc(C)c1S(=O)(=O)NCc1ccc2c(c1)OCO2
-13%,-18%,-5%,4%[59 µM],i,-9%,-6%,-1%,18%[57 µM],CC(=O)c1cccc(NC(=O)CSc2nc3ccccc3nc2Cc2ccc(F)cc2)c1
-8%,5%,12%,-8%,-1%,9%,-1%,-4%,30%,COc1ccccc1C(=O)NCCC(=O)N1CC(=O)Nc2ccccc21
-9%,-21%,-16%,40µM*,-2%,-10%,-1%,2%,28%,CC(C)(C)C(=O)Nc1cc(S(=O)(=O)N2CCCCC2)ccc1N1CCCCC1
-1%,-6%,9%,-29%[59 µM],-7%,1%,4%,1%,41%,CC(=O)N1CCCC1c1nc2ccccc2n1Cc1ccc(F)cc1 (stereo unspecified)

# 3 of these compounds, reformatted:
> CC(=O)c1cccc(NC(=O)CSc2nc3ccccc3nc2Cc2ccc(F)cc2)c1
  BLM helicase inh: -13%	JMJD2A Tudor inh: -18%	Pol iota inh: -5%	G9a inh: 4%[59 µM]	PGK inhibitor: i	GLS inh: -9%	Pin1 inh: -6%	BAZ2B inh: -1%	HP1b binding inh: 18%[57 µM]
> COc1ccccc1C(=O)NCCC(=O)N1CC(=O)Nc2ccccc21
  BLM helicase inh: -8%	JMJD2A Tudor inh: 5%	Pol iota inh: 12%	G9a inh: -8%	PGK inhibitor: -1%	GLS inh: 9%	Pin1 inh: -1%	BAZ2B inh: -4%	HP1b binding inh: 30%
> CC(C)(C)C(=O)Nc1cc(S(=O)(=O)N2CCCCC2)ccc1N1CCCCC1
  BLM helicase inh: -9%	JMJD2A Tudor inh: -21%	Pol iota inh: -16%	G9a inh: 40µM*	PGK inhibitor: -2%	GLS inh: -10%	Pin1 inh: -1%	BAZ2B inh: 2%	HP1b binding inh: 28%

# The results go on:
BLM helicase inh,JMJD2A Tudor inh,Pol iota inh,G9a inh,PGK inhibitor,GLS inh,Pin1 inh,BAZ2B inh,HP1b binding inh,Structure
x,-9%,41%[activator],x,-1%,0%,3%,x,16%,COc1ccc(N(C(=O)c2cnccn2)C(C(=O)NC2CCCCC2)c2ccc(Cl)cc2)cc1 (stereo unspecified)
4%,-13%,27%,-36%,-6%,18%,2%,-10%,32%,O=C(Nc1ccc(N2CCCC2)cc1)c1ccc(Cl)cc1Cl
4%,-15%,84%[activator],0%,-7%,-3%,-3%,7%,-9%,Fc1cccc(/C=N/Nc2cc(N3CCOCC3)ncn2)c1
-15%,-20%,27%,u,-3%,-7%,18%,-6%,15%,O=C(Nc1nnc(Cc2c[nH]c3ccccc23)s1)c1ccc(Cl)cc1Cl
-9%,-18%,-4%,-4%,-2%[11.5 µM],0%,11%,-21%,12%,Cc1cccc2cc(CN(Cc3ccco3)C(=O)Nc3cccc(C#N)c3)c(Cl)nc12
0%,-12%,113%[activator],-7%,i,-3%,0%,-2%,14%,Cc1cccc(NC(=O)CSc2nnc(C3CC3)n2CC2CCCO2)c1C (stereo unspecified)
-9%,-36%,-9%,-30%[12.7 µM],x,-7%,2%,-36%,11%,COc1ccc(S(=O)(=O)N(CC(=O)NCc2ccco2)C2CCCCC2)cc1OC
-5%,-1%,9%,-39%[59 µM],-2%,3%,-2%,-1%,41%[activator],CC(C)OC(=O)c1c(NC(=O)c2ccco2)sc2c1CCCC2
-1%,-11%,2%,-53%[59 µM],-3%,2%,-4%,2%,23%,Cc1csc(NC(=O)CSc2nnc(-c3ccco3)n2C)n1
-4%,-6%,16%,29%[59 µM],8%,13%,-1%,3%,15%[57 µM],CC1(C)C(=O)N(CC(=O)Nc2ccc(Br)cc2F)c2ccccc21
3%,-30%,10%,-19%,-4%,10%,-4%,11%,1%,Cc1oc(-c2ccccc2F)nc1CS(=O)(=O)CC(=O)NCCN(C)C1CCCCC1
-2%,u,u,-38%,-3%,-1%,-11%,50µM*,4%,CCOC(=O)C(C(C)C)C(N)Cc1ccc(F)cc1 (stereo unspecified)
-3%,1%,14%,12%[59 µM],9%,4%,-7%,14%,30%,Cn1c(N)c(C(=O)COC(=O)C2(c3ccc(F)cc3)CCCC2)c(=O)n(C)c1=O
-2%,-2%,2%,4%[12.7 µM],-6%,-12%,1%,5%,34%[activator],COc1ccc(-c2noc(CN(C(=O)c3ccc(OC(C)=O)cc3)C(C)C)n2)cc1OC
1%,-8%,17%,12%,i,-4%,-10%,9%,33%,O=C(O)CCCCCNS(=O)(=O)c1ccc(Cl)cc1
-3%,-6%,25%,-5%,14%,-3%,u,7%,14%,O=C(CSc1nc2ccccc2c(=O)n1Cc1ccco1)c1ccc(F)cc1
-8%,u,-1%,u,-5%,21%,-5%,50µM*,49%,Cc1ncc(CCl)c2c1OC(C)(C)OC2
0%,-35%,-8%,103%[activator][59 µM],x,0%,1%,-32%,14%,CCCN=Cc1c(CCC)[nH]n(-c2nc3ccccc3s2)c1=O
0%,-11%,8%,u,i,15%,-3%,0%,27%,O=C(NC1(C(F)(F)F)C(=O)Nc2c1c(=O)[nH]c(=O)n2Cc1ccccc1)c1ccc(Cl)cc1 (stereo unspecified)
-9%,-12%,84%[activator],u,-4%,6%,u,-6%,47%[activator],CCCCn1c(-c2cccnc2)nc2cc3[nH]c(=O)c(C(C)C)nc3cc21
x,-23%,11%,-5%[12.7 µM],0%,0%,4%,0%,23%,CCOc1ccc(OCCNC(=O)C(NC(=O)c2c(F)cccc2F)C(C)C)cc1 (stereo unspecified)
-5%,u,u,6%[0.0925 µM],-1%,5%,4%,u,81%[activator],Cc1cccc2nc(COc3ccc(Cl)c4cccnc34)cn12
0%,u,-2%,7%[59 µM],-1%,-8%,-1%,-1%,-18%,COc1cccc(CNC(=O)CSc2nnc3c(n2)[nH]c2ccc(C)cc23)c1
-1%,-25%,103%[activator],u,8%,2%,5%,u,-8%,Cn1ccnc1SCC(=O)Nc1cccc(S(=O)(=O)N2CCCCC2)c1
-9%,14%,u,32%[59 µM],i,8%,1%,-1%,37%,CS(=O)(=O)N(CC(=O)Nc1ccccc1Sc1ccccc1)c1cccc(Br)c1
x,-1%,11%,12%[59 µM],6%,14%,3%,-10%,24%,COc1ccc(CC(=O)NNC(=O)COc2ccc(Cl)cc2C)cc1S(=O)(=O)N1CCOCC1

# The list is partial; count on the stated rates, not on these rows.
